Sm TGR inh = qHTS Assay for the Inhibitors of Schistosoma Mansoni Peroxiredoxins | Potency, µM (top dose mostly 114 µM), without a hit: at the highest dose activity change, negative = inhibition, usual class: inhibitors | purified TGR, DTNB reduction, TNB absorbance 405 nm | AID 485364, 2010 | 360,000 compounds, 3% hits; also: potency is read from the fitted curve at half-maximal effect; nearly all actives have a fitted effect of over 60% in size
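Kinetic colorimetric format: TGR-catalysed, NADPH-driven DTNB reduction monitored via TNB absorbance. Enzyme dispensed at 20 nM; compound exposure 15 min at room temperature before reaction start.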
AMA1-RON2 inh = qHTS for Inhibitors of AMA1-RON; Towards Development of Antimalarial Drug Lead: Primary Screen. 360,000 compounds, 0.2% hits. AID 720542, 2013. Potency, µM (top dose mostly 58.2 µM), for inactives: top-dose activity change, negative = inhibition, hits mostly inhibitors. Plasmodium falciparum AMA1 (3D7) - RON2 peptide interaction. AlphaScreen AMA1-biotinylated RON2 peptide binding;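 also: potency is read from the fitted curve at half-maximal effect; 0% = vehicle wells and -100% = peptide control; nearly all actives have a fitted effect of over 45% in size; some results filed as inactive show a strong effect at the top dose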
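AMA1 (3D7) with his tag at 25 nM final met compounds first, then biotinylated RON2 peptide at 25 nM; detection used donor plus acceptor beads, 10 µg/mL apiece, read by AlphaScreen after 30 min at room temperature.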
HCV inh = qHTS Assay for Inhibitors of Hepatitis C Virus (HCV); Huh7.5.1 HCVcc-Cre infection, luciferase reporter, 44 h; Potency, µM (series often up to 41.8 µM), without a hit: at the top dose activity change, negative = inhibition, hits mostly inhibitors; 340,000 compounds, 3.4% hits; also: potency is read from the fitted curve at half-maximal effect
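Seed cells (1,000/well) for 4 h; treat with compound and infect with HCVcc-Cre, moi about 0.5. Incubate 44 h, then detect luciferase activity.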
HCMV inh = qHTS Assay for inhibitors of the human cytomegalovirus (HCMV). activity change, negative = inhibition, % at 57.5 µM. HFF cells, HCMV-luciferase reporter, 72 h; hits give low values. 410,000 compounds, 4.5% hits. AID 1259415, 2018; in the data active = activity change below about -60%; inconclusive = no clear call, values can overlap the other calls; inactive = above about -39%
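After 16 h attachment at 37C, HFF cells received test compound and HCMV-luciferase (1 PFU/cell); reporter luminescence read 72 h later, data normalized against buffer-only and known inhibitor Salinomycin.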
AmpC inh detg = qHTS Inhibitors of AmpC Beta-Lactamase (assay with detergent); 370,000 compounds, 0.041% hits; AmpC hydrolysis of nitrocefin, absorbance 480 nm, 0.01% Triton; Potency, µM (titrated, usually from 114 µM), for inactives: top-dose activity change, negative = inhibition, hits mostly inhibitors;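 also: potency is read from the fitted curve at half-maximal effect; 0% = no-compound wells and -100% = no-enzyme wells; nearly all actives have a fitted effect of over 25% in size; some results filed as inactive show a strong effect at the top dose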
Target sequence (P00811 whole entry, looked up): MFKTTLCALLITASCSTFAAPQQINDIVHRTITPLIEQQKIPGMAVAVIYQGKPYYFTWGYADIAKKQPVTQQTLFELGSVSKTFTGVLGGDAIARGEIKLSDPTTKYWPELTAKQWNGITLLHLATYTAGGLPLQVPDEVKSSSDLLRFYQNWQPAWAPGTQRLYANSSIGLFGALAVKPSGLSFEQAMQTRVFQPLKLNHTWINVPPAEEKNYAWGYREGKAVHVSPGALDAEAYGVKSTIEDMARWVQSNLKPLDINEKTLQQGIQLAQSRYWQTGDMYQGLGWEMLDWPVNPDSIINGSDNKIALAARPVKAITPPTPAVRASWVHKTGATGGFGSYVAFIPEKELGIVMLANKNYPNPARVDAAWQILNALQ
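AmpC (5.3 nM in the dispensed reagent) in 20 mM phosphate pH 7.0 with 0.01% (detergent screen) or 0.0001% Triton X-100 was preincubated with compounds for 15 min at room temperature. Nitrocefin was then added from an 800 uM solution, and hydrolysis was followed at 480 nm.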
FBPA Giardia inh = qHTS Assay for Inhibitors of Fructose-1,6-bisphosphate Aldolase from Giardia Lamblia | Potency, µM (doses to about 59.6 µM), for inactives: at the highest dose activity, negative = inhibition, actives largely listed as inhibitors | 290,000 compounds, 0.71% hits | AID 2451, 2010 | purified Giardia FBPA; also: potency is read from the fitted curve at half-maximal effect; nearly all actives have a fitted effect of over 55% in size
Target sequence (A8B2U2 whole entry, looked up): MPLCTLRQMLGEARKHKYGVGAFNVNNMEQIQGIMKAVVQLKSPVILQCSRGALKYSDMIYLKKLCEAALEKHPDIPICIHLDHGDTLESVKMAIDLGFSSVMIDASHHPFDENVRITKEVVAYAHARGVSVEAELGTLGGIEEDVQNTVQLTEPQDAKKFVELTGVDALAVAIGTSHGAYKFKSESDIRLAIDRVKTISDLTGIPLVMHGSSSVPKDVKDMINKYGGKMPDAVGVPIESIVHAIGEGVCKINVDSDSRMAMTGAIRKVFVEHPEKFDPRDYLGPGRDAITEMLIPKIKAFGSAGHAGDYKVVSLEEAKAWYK
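40 nM FBPA preincubated 10 min at RT with compound (up to 57.5 uM final), then substrate plus GAPDH/TPI/NAD/arsenate coupling and diaphorase/resazurin added. Fluorescence read after 20 min at RT, 525/598 nm.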
* = called active by the depositor; & = joins results of further samples; [ ] = remark or other dose. Unless noted, calls follow the shape of the dose curve; as a rule, active = well fitted curve in the direction sought with a large enough effect; inconclusive = small, poorly fitted or top-dose-only effect, or another doubt; inactive = no such curve, though single readings can be large; an effect the other way counts as inactive or inconclusive. Unless noted, % is scaled to controls: 0 for no effect and ±100 for the full control effect. Rows are unselected; about 9.3% have a hit in one of these screens.

Screening Cc1ccc(C(NC(=O)N2CCN(C)CC2)C(Cl)Cl)cc1F (configuration not stated) returned Sm TGR inh -31.2%, AMA1-RON2 inh 0.1%, HCV inh 18.0%, HCMV inh -34.7, AmpC inh detg -6.2% and FBPA Giardia inh 0.8%.
For COc1ccc(N2CCN(C(=O)CN(c3ccccc3)S(=O)(=O)c3ccc(OC)cc3)CC2)cc1 the results were Sm TGR inh -16.2%, AMA1-RON2 inh -24.5%, HCV inh inconclusive, HCMV inh -7.2, AmpC inh detg 1.7% and FBPA Giardia inh -0.7%.
COc1ccc(N)c2c1OCCC2=O was read as Sm TGR inh -2.6%, AMA1-RON2 inh -23.4%, HCV inh 8.6%, HCMV inh 7.8, AmpC inh detg 3.7% and FBPA Giardia inh inconclusive.
For COc1cccc(OC)c1OC(=O)C1CC(=O)N(c2ccc3c(c2)OCCO3)C1 (configuration not stated) the results were AMA1-RON2 inh -1.5%, HCV inh 10.6% and HCMV inh -1.4.
CC1C(=O)NN=C1C(=O)N/N=C/c1cccs1 (configuration not stated) was read as Sm TGR inh 4.0%, AMA1-RON2 inh 51.0%[activator], HCV inh 1.7%, HCMV inh 15.3, AmpC inh detg -12.5% and FBPA Giardia inh -19.5%.
COc1ccc(NC(=O)C2CCCN(c3nc(C)cc(C)n3)C2)cc1 (configuration not stated) was read as AMA1-RON2 inh 0.0%, HCV inh -10.5%, HCMV inh -5.8, AmpC inh detg -15.0% and FBPA Giardia inh 0.9%.
For Cc1cccc(C)c1NC(=O)Cn1c(=O)n(CC2CCC(C(=O)NCCc3ccccc3)CC2)c(=O)c2ccccc21 (configuration not stated) the results were Sm TGR inh 0.1%, HCMV inh 22.6 and AmpC inh detg 0.6%.
`CCOC(=O)C1CCCN(C(=O)C2CC(=O)N(c3ccc(C)cc3)C2)C1` (configuration not stated) gave Sm TGR inh -0.2%, AMA1-RON2 inh -3.6%, HCV inh 15.0%, HCMV inh -9.1, AmpC inh detg -12.4% and FBPA Giardia inh 4.5%.
`COc1ccc(-n2cnnc2SCc2cnc(-c3ccccc3)s2)cc1` gave Sm TGR inh inconclusive, AMA1-RON2 inh 14.9%, HCV inh -18.2%, HCMV inh -7.3, AmpC inh detg -18.8% and FBPA Giardia inh -2.9%.
Screening CC1(CCc2ccccc2)NC(=O)N(CC(=O)N2CCCCCC2)C1=O (configuration not stated) returned Sm TGR inh -3.0%, AMA1-RON2 inh 42.2%[activator], HCV inh -5.0%, HCMV inh -22.2 and AmpC inh detg -12.7%.
O=S(=O)(c1ccccc1F)N1CCCc2ccccc21 was read as Sm TGR inh -2.7%, AMA1-RON2 inh 4.4%, HCV inh -16.2%, HCMV inh -15.8, AmpC inh detg 3.9% and FBPA Giardia inh -2.8%.
Screening [N-]=[N+]=NC[C@H](Cc1ccccc1)N1CCN(Cc2ccccc2)CCC1=O returned Sm TGR inh 0.0%, AMA1-RON2 inh 40.2%[activator], HCV inh -0.3%, HCMV inh -11.7, AmpC inh detg inconclusive and FBPA Giardia inh -3.3%.
Cc1ccc(S(=O)(=O)c2c(N)n(/N=C/c3ccco3)c3nc4ccccc4nc23)cc1 was read as Sm TGR inh -21.4%, AMA1-RON2 inh 7.8%, HCV inh inconclusive, HCMV inh -7.6, AmpC inh detg -10.7% and FBPA Giardia inh -2.8%.
`CNC(C)C#Cc1ccc2c(=O)c3ccccc3oc2c1` (configuration not stated) gave AMA1-RON2 inh -12.5%, HCV inh inconclusive and HCMV inh 52.8.
For CC1CN(C(=O)c2cc(S(=O)(=O)N3CCCC3)ccc2Cl)CC(C)O1 (configuration not stated) the results were Sm TGR inh -3.4%, AMA1-RON2 inh -10.6%, HCV inh 5.0%, HCMV inh 7.1, AmpC inh detg 0.8% and FBPA Giardia inh 2.5%.

3 entries out of the list, arranged by SMILES length, ascending.
COc1ccc(NC(=O)C2CCCN(c3nc(C)cc(C)n3)C2)cc1 (configuration not stated) was read as AMA1-RON2 inh 0.0%, HCV inh -10.5%, HCMV inh -5.8, AmpC inh detg -15.0% and FBPA Giardia inh 0.9%.
`CCOC(=O)C1CCCN(C(=O)C2CC(=O)N(c3ccc(C)cc3)C2)C1` (configuration not stated) gave Sm TGR inh -0.2%, AMA1-RON2 inh -3.6%, HCV inh 15.0%, HCMV inh -9.1, AmpC inh detg -12.4% and FBPA Giardia inh 4.5%.
For COc1cccc(OC)c1OC(=O)C1CC(=O)N(c2ccc3c(c2)OCCO3)C1 (configuration not stated) the results were AMA1-RON2 inh -1.5%, HCV inh 10.6% and HCMV inh -1.4.

Carrying on:
Screening O=C(c1ccc(Cl)c(Cl)c1)N1CCC(=O)N(C(COCc2cccc(C(F)(F)F)c2)Cc2ccccc2)CC1 (configuration not stated) returned Sm TGR inh -26.3%, AMA1-RON2 inh -5.7%, HCV inh 4.8%[8.37 µM], HCMV inh 55.1, AmpC inh detg 3.1% and FBPA Giardia inh -1.5%.
`O=Cc1ccc(-c2ccc(F)cc2)o1` gave Sm TGR inh -8.9%, AMA1-RON2 inh 18.3%, HCV inh -5.8%, HCMV inh -14.4, AmpC inh detg -11.2% and FBPA Giardia inh 1.3%.
For Cc1ccc(CCNC(=O)NCc2noc3ccccc23)cc1 the results were Sm TGR inh 6.9%, HCMV inh 16.9 and AmpC inh detg 3.7%.
For CC1=C([N+](=O)[O-])C(c2ccccc2)NC(=O)N1 (configuration not stated) the results were Sm TGR inh 1.2%, AMA1-RON2 inh 1.2%, HCV inh 16.2%, HCMV inh 15.7, AmpC inh detg -14.2% and FBPA Giardia inh 6.3%.
Cc1cccc(CNCCc2ccccc2)n1 was read as Sm TGR inh -1.1%, AMA1-RON2 inh 3.9%, HCV inh 16.5%, HCMV inh inconclusive, AmpC inh detg 2.0% and FBPA Giardia inh -17.6%.
`Cc1cccc(N(C)S(=O)(=O)c2cc3c(cc2Cl)NC(=O)CO3)c1` gave Sm TGR inh 0.9%, HCMV inh -2.9 and AmpC inh detg 17.2%.
`COc1ccc(CCNC(=O)c2ccc(CS(=O)(=O)c3ccc(Br)cc3)o2)cc1OC` gave Sm TGR inh 6.4%, AMA1-RON2 inh -1.4%, HCV inh inconclusive, HCMV inh -92.4*, AmpC inh detg -20.6% and FBPA Giardia inh 0.3%.
O=C(c1cc(-c2ccccc2)n[nH]1)N1CCN(S(=O)(=O)c2ccccc2)CC1 was read as Sm TGR inh 12.5%, AMA1-RON2 inh -2.6%, HCV inh 0.0%, HCMV inh -3.5, AmpC inh detg inconclusive and FBPA Giardia inh -6.0%.
`FC(F)(F)/C(=N\P(=S)(N1CCOCC1)N1CCOCC1)N1CCOCC1` gave Sm TGR inh 13.9%, AMA1-RON2 inh -0.5%, HCV inh 8.4%&18.3%, HCMV inh 51.6, AmpC inh detg 2.1% and FBPA Giardia inh 1.6%.
`COc1ccc(C2(CCN)CC(C)N(C)CC2C)cc1` (configuration not stated) gave Sm TGR inh -14.8%, AMA1-RON2 inh 4.1%, HCV inh 10.1%, HCMV inh -18.0, AmpC inh detg inconclusive and FBPA Giardia inh -0.5%.
For COC(=O)c1ccc(NC(=O)CC2C(=O)N(c3ccc(C)cc3)C(=O)N2CC(C)C)cc1 (configuration not stated) the results were Sm TGR inh -26.6%, AMA1-RON2 inh -9.3%, HCMV inh 32.1, AmpC inh detg inconclusive and FBPA Giardia inh -1.1%.
Screening C#CCOCCOCCOCCNc1nc(N2CCN(C(=O)[C@H](CCC(=O)O)n3cc(C(N)Cc4ccc(O)cc4)nn3)CC2)nc(N2CCN(C(=O)[C@H](Cc3ccc(O)cc3)n3cc(C(N)CC(C)C)nn3)CC2)n1 (some centres not stated) returned Sm TGR inh 14.1µM*, AmpC inh detg -6.1% and FBPA Giardia inh -17.4%.
Screening O=C(Nc1ccc(Oc2cccnc2)cc1)c1ccccc1Cl returned Sm TGR inh -6.2%, AMA1-RON2 inh 4.6%, HCV inh inconclusive, HCMV inh inconclusive, AmpC inh detg -2.7% and FBPA Giardia inh -18.6%.
Cc1ccc(CCNC(=O)c2c[nH]c3ccc(S(=O)(=O)Nc4ccc(C)cc4C)cc3c2=O)cc1 was read as Sm TGR inh 4.8%, HCMV inh inconclusive and AmpC inh detg -2.0%.
Screening S=c1[nH]nc(Nc2ccc(Cl)cc2)s1 returned Sm TGR inh -22.7%, AMA1-RON2 inh 112.1%[activator], HCV inh -11.9%, HCMV inh -13.0, AmpC inh detg -5.9% and FBPA Giardia inh -0.2%.

Among those listed so far, these have a CF3 group:
Screening O=C(c1ccc(Cl)c(Cl)c1)N1CCC(=O)N(C(COCc2cccc(C(F)(F)F)c2)Cc2ccccc2)CC1 (configuration not stated) returned Sm TGR inh -26.3%, AMA1-RON2 inh -5.7%, HCV inh 4.8%[8.37 µM], HCMV inh 55.1, AmpC inh detg 3.1% and FBPA Giardia inh -1.5%.
`FC(F)(F)/C(=N\P(=S)(N1CCOCC1)N1CCOCC1)N1CCOCC1` gave Sm TGR inh 13.9%, AMA1-RON2 inh -0.5%, HCV inh 8.4%&18.3%, HCMV inh 51.6, AmpC inh detg 2.1% and FBPA Giardia inh 1.6%.

Additional compounds
`CCOC(=O)c1cnc(SCC(=O)c2ccc(C)cc2)nc1N` gave Sm TGR inh 2.3%, AMA1-RON2 inh -2.3%, HCV inh 10.7%, HCMV inh 19.1, AmpC inh detg 3.7% and FBPA Giardia inh -0.5%.
`CCS(=O)(=O)N1CCc2cc(C(=O)Nc3ccc(C(=O)OC)cc3)ccc21` gave Sm TGR inh -2.2%, HCMV inh 9.2 and AmpC inh detg 3.1%.
O=C(NC1CC(=O)N(c2ccc(F)cc2)C1)C1CCCCC1 (configuration not stated) was read as Sm TGR inh 6.3%, HCMV inh 31.9 and AmpC inh detg 0.3%.
COc1ccc(N(CC(=O)NCc2ccc(Cl)cc2)S(=O)(=O)c2ccccc2[N+](=O)[O-])c(OC)c1 was read as Sm TGR inh 2.5%, AMA1-RON2 inh -19.9%, HCV inh inconclusive, HCMV inh inconclusive, AmpC inh detg 2.4% and FBPA Giardia inh -7.3%.
For CCCCOc1cccc(-c2cc(C(=O)NNC(=S)NCC)c3ccccc3n2)c1 the results were Sm TGR inh 7.0%, AMA1-RON2 inh 44.6%[activator], HCMV inh -7.4, AmpC inh detg inconclusive and FBPA Giardia inh 1.1%.
For Cc1ccc(-n2c(SCC(=O)N/N=C/c3ccccc3OCC(=O)O)nc3ccccc3c2=O)cc1 the results were Sm TGR inh 7.4%, AMA1-RON2 inh 35.2%[activator], HCV inh 1.8%, HCMV inh -30.1, AmpC inh detg 5.5% and FBPA Giardia inh -6.5%.
`O=C(Nc1c2c(nn1-c1ccc(F)cc1)CS(=O)C2)C12CC3CC(CC(C3)C1)C2` (configuration not stated) gave Sm TGR inh 2.1%, AMA1-RON2 inh 13.1%, HCV inh 8.7%, HCMV inh 22.0, AmpC inh detg -15.3% and FBPA Giardia inh -2.6%.
Screening COc1cc(NC(=O)c2ccccc2F)ccc1NC(=O)c1cc2ccccc2o1 returned Sm TGR inh -7.4%, AMA1-RON2 inh -5.0%, HCV inh inconclusive, HCMV inh -34.3, AmpC inh detg -0.5% and FBPA Giardia inh 1.1%.

Compound activity deposited in PubChem BioAssay by National Center for Advancing Translational Sciences (NCATS).
